MDM2 E3 inh = blocks human Mdm2 ubiquitin ligase activity; 210,000 tested, 0.11% active; AID 1230; cell-based MDM2 ubiquitination luciferase reporter, 2 h; 0 = plate control, 100 = twice control, blank-subtracted; signal enhancement, % at 5 µM;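 active means signal enhancement of 30% or more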;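 further: luminescence tracks abundance of the self-degrading MDM2-luciferase fusion protein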
Target sequence (Q00987 whole entry, looked up, the tested form may be a part): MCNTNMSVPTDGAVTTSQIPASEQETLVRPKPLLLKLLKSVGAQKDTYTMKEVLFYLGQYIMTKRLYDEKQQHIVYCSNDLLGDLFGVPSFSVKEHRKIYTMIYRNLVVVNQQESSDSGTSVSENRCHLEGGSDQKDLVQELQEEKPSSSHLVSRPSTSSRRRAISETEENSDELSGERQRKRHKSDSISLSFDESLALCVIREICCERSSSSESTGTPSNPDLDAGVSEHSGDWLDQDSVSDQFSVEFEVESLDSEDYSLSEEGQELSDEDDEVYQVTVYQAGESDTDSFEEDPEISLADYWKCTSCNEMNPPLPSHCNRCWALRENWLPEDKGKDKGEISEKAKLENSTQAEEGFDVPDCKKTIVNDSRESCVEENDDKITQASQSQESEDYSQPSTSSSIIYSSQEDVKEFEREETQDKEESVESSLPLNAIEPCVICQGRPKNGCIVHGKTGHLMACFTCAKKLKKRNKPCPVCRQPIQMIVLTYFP
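Timing – 2 h compound exposure at 37 °C · Assay system – mammalian cells stably expressing self-ubiquitinating, self-degrading MDM2 E3–luciferase fusion · Amount – 2000 cells seeded into each well · Measure – % luminescence enhancement versus blank-corrected plate control mean · Measured by – SteadyLite luminescence, 15 min reagent step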
NPY-Y2 PAM-ag = human NPY-Y2 potentiation or agonism, primary screen; P49146; cells expressing NPY-Y2, potentiator/agonist read-out; activation, % at 3.6 µM; 220,000 tested, 0.45% active; AID 1359; in the data active means activation above about 27%;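 further: cells stimulated with NPY near EC25 plus isoproterenol at EC100; 0% = vehicle plus submaximal agonist and 100% = vehicle plus saturating agonist; some results beyond the cut were filed as inactive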
Ba/F3 V617F tox = lowers viability of Ba/F3 cells expressing EpoR and JAK2V617F; ATP luminescence; inhibition, % at 5.6 µM; 220,000 tested, 1.1% active; AID 1446;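 active means inhibition above the campaign mean plus 3 SD over all tested compounds, cut at about 24% in these data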;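 further: cytokine-independent growth of Ba/F3 cells driven by EpoR plus mutant JAK2; 0% = DMSO-treated cells and 100% = JAK inhibitor I control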
S1P4 antagonist = blocks the human S1P4 receptor | AID 1510 | inhibition, % at 4.98 µM | O95977 | 220,000 tested, 0.26% active | S1P4-expressing cells, antagonist mode, reporter read-out; in the data active means inhibition above about 29%;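 further: 0% = wells stimulated with agonist and 100% = vehicle wells without agonist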
Target sequence (O95977 whole entry, looked up): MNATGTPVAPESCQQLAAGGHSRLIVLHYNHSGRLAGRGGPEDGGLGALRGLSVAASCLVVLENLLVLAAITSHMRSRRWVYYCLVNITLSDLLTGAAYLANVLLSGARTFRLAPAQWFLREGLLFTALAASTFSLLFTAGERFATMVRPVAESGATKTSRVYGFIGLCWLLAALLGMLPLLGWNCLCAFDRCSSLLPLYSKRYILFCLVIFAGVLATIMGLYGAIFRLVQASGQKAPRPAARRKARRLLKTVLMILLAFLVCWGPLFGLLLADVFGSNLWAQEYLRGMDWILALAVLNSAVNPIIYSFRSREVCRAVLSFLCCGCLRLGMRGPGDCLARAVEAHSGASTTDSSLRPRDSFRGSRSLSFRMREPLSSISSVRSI
PERK inh = human PERK inhibition, primary cell-based screen; Q9NZJ5; CHO PERK-DD fusion, SEAP luminescence translation reporter; inhibition, % at 5.6 µM; 220,000 tested, 0.17% active; AID 1416;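 active means inhibition above the mean inhibition of all tested compounds plus 3 SD, set separately per screening campaign, cut at about 2.9% in these data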;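 further: PERK kinase domain activated by AP20187 dimerizer at 100 nM; 0% = DMSO with dimerizer and 100% = rapamycin at 8.4 µM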
eIF4E-4G inh = eIF4E/eIF4G interaction inhibition in translation initiation | 220,000 tested, 0.37% active | P63073+Q04637 | TR-FRET eIF4E-eIF4GI(517-606) binding, 2 h | inhibition, % at 21.7 µM | AID 782;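 active means inhibition above about 30%, limit read from the data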;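 further: 0% = full FRET control wells and 100% = background wells lacking eIF4GI fragment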
BaF3 parental = parental Ba/F3 viability inhibition as JAK2V617F counter-screen. CellTiter-Glo ATP luminescence. inhibition, % at 5.6 µM. 220,000 tested, 1.1% active;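 active means inhibition above a per-campaign cutoff, the mean inhibition of all tested compounds plus 3 SD, cut at about 27% in these data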;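 further: 0% = DMSO wells and 100% = JAK Inhibitor I control wells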
S1P4 ag = agonists of human S1P4 receptor | O95977 | S1P4-expressing cell line, agonist reporter assay | activation, % at 4.98 µM | 220,000 tested, 0.35% active; in the data active means activation above about 11%;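 further: 0% = DMSO vehicle and 100% = reference agonist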
Wee1 stabilizer = human Wee1 degradation inhibition, primary screen; 220,000 tested, 1.2% active; reporter increase, % at 5 µM; P30291; AID 1321; HeLa Luc-Wee1K328M stability, luciferase luminescence; 100% = proteasome inhibitor MG132 effect;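 active means activation above the mean of all tested compounds plus 3 SD, set per screening run, cut at about 8.8% in these data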;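 further: cells exposed to compound for 20 h before luminescence read; 0% = DMSO alone and 100% = MG132 at 30 µM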
* hit, by the source's call; . = no result given; [ ] = another dose, or the depositor's remark. This is a random part of the collection; about 4.1% have a hit in one of these screens.

SMILES	MDM2 E3 inh	NPY-Y2 PAM-ag	Ba/F3 V617F tox	S1P4 antagonist	PERK inh	eIF4E-4G inh	BaF3 parental	S1P4 ag	Wee1 stabilizer
C/C(=N\NC(=O)c1cccc(F)c1)c1cccc(NC(=O)c2ccc(F)cc2)c1	-4	-3	-2	-1	2.1	-3	8	-1.1	6
CCCCN(CCCNC(=O)C1CCCN(S(=O)(=O)CC)C1)Cc1ccccc1 (centres undefined)	-12	11	-4	3	-0.5	5	-1	-0.5	-1
Cc1ccc(/C=C/C(=O)O)cc1S(=O)(=O)Nc1ccc(C(=O)O)cc1	5	1	-1	0	2.3	-4	-8	-0.7	-2
O=C(Nc1ccc(F)cc1)N1CCN2C(=O)c3ccccc3C12c1ccccc1 (centres undefined)	-12	-23	11	-17	-1.2	-2[fluorescence artefact?]	9	-1.6	-2
Cn1cccc1CC(=O)NNC(=O)Nc1cccc(Cl)c1	.	8	-2	-32	0.3	1	4	1.7	2
CCOc1ccc(NC(=O)C(NC(=O)C2CCC(C)CC2)C(C)C)cc1 (centres undefined)	-3	1	1	-1	1.4	-2	6	-1.1	-1
Clc1cccc(Cl)c1Cn1c(-c2cccnc2Cl)nc2ccccc21	-12	10	3	-3	0.9	-1	8	2.2	0
COc1cc(C2C(C(=O)c3ccc(C)o3)=C(O)C(=O)N2CCc2ccccc2)ccc1O (centres undefined)	-18	-7	-1	-1	1.5	-5	1	-1.5	-2
CC(=O)NC(=S)Nc1sc2c(c1C(N)=O)CCC(C)C2 (centres undefined)	25	7	-1	-8	0.2	-1	6	0.5	0
COc1ccc(/C=N/NC(=O)c2cccc(NC(=O)c3ccccc3Cl)c2)c(OC)c1	2	-5	-1	0	1.4	-1	0	1.7	-2
Cn1c(=O)c2c(nc(SCCN3CCOCC3)n2Cc2ccccc2Cl)n(C)c1=O	1	0	-3	-17	-0.7	1	2	0.4	0
Brc1ccc2c(c1)C(c1cccnc1)=NNC(c1cccs1)=N2	-2	-3	-1	-21	-0.2	1	8	0.2	-2
O=C(CCN1C(=O)C2C3C=CC(C3)C2C1=O)NCCN1CCCc2ccccc21 (centres undefined)	-3	2	0	-14	0.4	3	1	0.1	1
Cc1cc(C)cc(OCC(O)CN2C(=O)NC(C)(C)C2=O)c1 (centres undefined)	-10	7	-2	-14	-0.3	0	1	3.9	0
Cc1ccc(S(=O)(=O)c2c(C)nn(C(C)(C)C)c2OC(=O)C(C)(C)C)cc1	-4	-3	-5	-19	-0.1	2	1	2.1	-2
Cc1ccc(-c2csc(NC(=O)/C=C/c3cccs3)n2)cc1C	-17	-10	3	-15	0.8	1[fluorescence artefact?]	9	0.1	1
NS(=O)(=O)c1ccc(CNC(=O)/C=C/c2ccccc2)cc1	-3	-10	1	-7	0.5	-14[fluorescence artefact?]	3	0.3	-3
CCOC(=O)c1sc2nc(CC(=O)OC)nc(NCC(=O)OC)c2c1C	-15	-4	-1	-4	-0.7	-3	3	0.6	4
Cc1nn(-c2ccccc2)c(C)c1/C=N/NC(=O)c1cc(-c2cccs2)[nH]n1	-2	-7	71*	-19	-0.8	1	73*	1.1	0
COc1ccc(CN(C)CC(=O)NC(C)c2ccccc2)cc1OC (centres undefined)	14	2	3	-6	0.1	-1	5	-0.7	1
CO[C@@]1(NC(=O)Cc2cccs2)C(=O)N2C(C(=O)O)=C(COC(N)=O)CS[C@@H]21	.	10	-5	-27	1.1	6	-3	-0.1	10*
CC1(C)CC(=O)C(C=Nc2ccc(Cl)cn2)=C(O)C1	-6	-14	-1	-8	1.4	1	1	0.4	1
NC(=NC(=O)c1ccccc1)N1N=CCC1c1ccccc1 (centres undefined)	-4	16	-3	-9	1.5	-7	3	0.3	3
Cc1ccc(NC(=O)CSc2nnc(-c3ccncc3)n2C)cc1S(=O)(=O)N1CCOCC1	-12	8	0	0	0.6	1	1	0.7	3
CCCCN1C(=O)c2ccc(C(=O)Nc3cccnc3)cc2C1=O	-3	-4	2	-3	0.6	-9	2	1.1	-3

Fetched by structure from the entries so far, 2 records:
SMILES	MDM2 E3 inh	NPY-Y2 PAM-ag	Ba/F3 V617F tox	S1P4 antagonist	PERK inh	eIF4E-4G inh	BaF3 parental	S1P4 ag	Wee1 stabilizer
CCCCN(CCCNC(=O)C1CCCN(S(=O)(=O)CC)C1)Cc1ccccc1 (centres undefined)	-12	11	-4	3	-0.5	5	-1	-0.5	-1
CCCCN1C(=O)c2ccc(C(=O)Nc3cccnc3)cc2C1=O	-3	-4	2	-3	0.6	-9	2	1.1	-3

Later entries:
SMILES	MDM2 E3 inh	NPY-Y2 PAM-ag	Ba/F3 V617F tox	S1P4 antagonist	PERK inh	eIF4E-4G inh	BaF3 parental	S1P4 ag	Wee1 stabilizer
O=C1NC(c2ccccc2)=C(c2nc3ccccc3s2)C(c2ccc(F)cc2)N1 (centres undefined)	-27	7	2	-10	-0.9	-7	5	-0.6	-4
CSCCC(NC(=O)C12CC3CC(CC(C3)C1)C2)C(=O)OCC(=O)c1ccc(Cl)cc1 (centres undefined)	-4	-11	1	-4	0.7	-8	1	1.9	-1
COc1ccc(S(=O)(=O)N(C)C2CCN(C)CC2)cc1	-8	-10	4	-9	0.5	-3	7	-3.1	2
O=C(O)c1ccc2c(c1)N(Cc1ccc(F)cc1)C(=O)c1ccccc1S2	-1	7	1	0	0.9	2	-1	-1.3	-2
Cc1ccc(S(=O)(=O)N(C)CCCC(=O)N2CCOCC2)cc1	-9	13	4	-3	0.6	-5[fluorescence artefact?]	0	-1.2	-3
C=CCc1cccc2cc(C(=O)NC3CCCCC3)c(=O)oc12	-12	-7	0	-6	0.3	3	-1	-2.1	17*
O=C(COC(=O)CC1CC2CCC1C2)NC(=O)NCc1ccco1 (centres undefined)	-16	4	-2	-7	1.2	3	6	-0.6	1
CC1(C)CC(c2csc(N)n2)CCO1 (centres undefined)	-18	-11	0	1	0.8	-3	9	0.7	-1
COc1ccccc1CNC(=O)CN(c1cccc([N+](=O)[O-])c1)S(C)(=O)=O	-12	-4	-2	1	2.1	3	-3	-1.1	2
CC1CCN(C2(O)C(=O)Nc3ccc([N+](=O)[O-])cc32)CC1 (centres undefined)	-11	-6	4	-14	1.0	6	9	-0.3	1
COC(C(=O)Nc1ccccc1F)c1ccccc1 (centres undefined)	-8	1	1	-1	-1.4	-4[fluorescence artefact?]	0	2.7	-1
NS(=O)(=O)c1ccc(N=Cc2c(O)n(-c3nccs3)c(=O)c3ccccc23)cc1	-13	20	-3	9	1.1	3	-5	0.3	0
CC(=O)C1=C(C)Nc2ncnn2C1c1ccc(Cl)cc1Cl (centres undefined)	-6	17	-2	-1	-0.6	0	6	1.4	3
C/C(N)=C(/C#N)C(=O)COC(=O)C(NS(=O)(=O)c1ccc(Cl)cc1)C(C)O (centres undefined)	-4	16	-1	-2	0.7	-10	0	-0.5	1
CCOC(=O)CNC(=O)CN1C(=O)CC(c2ccccc2)S(=O)(=O)c2ccccc21 (centres undefined)	-8	-4	0	-11	0.4	-1	4	-1.4	-3
O=C(CN(c1ccccc1)S(=O)(=O)c1ccccc1)N/N=C/c1ccc(OC2CSC2)cc1	-10	-10	-1	-9	0.8	2	0	0.6	3
CCN(CC)CCNC(=S)Nc1ccc2nc3n(c(=O)c2c1)CCCCC3	16	-14	-3	-2	0.8	1	2	0.1	2
CC(C)(C)NC(=O)CSc1nnc(SCC(=O)NC(C)(C)C)s1	-11	9	5	19	1.2	-2	12	1.2	-1
O=C(c1ccccc1)N1CCN(C(=O)c2cc3ccccc3o2)CC1	-5	-15	7	2	-0.2	-8	8	-0.8	-1
Cn1c(N2CCOCC2)c(/C=N/OC(=O)c2ccc(F)cc2)c2ccccc21	4	0	3	-9	0.8	-5	1	-0.7	-5
COc1ccccc1/C=C/C(=O)NC(=S)N(C)C1CCCCC1	-18	-18	-1	0	-0.9	-3	2	1.5	1
Cc1cc(Nc2cc(F)ccc2C)n2ncnc2n1	-7	2	-2	7	0.9	3	4	-0.9	-3
Cc1ccccc1Nc1nc(N)nc(COC(=O)c2ccc(O)cc2)n1	.	-7	5	-8	0.1	4	6	-1.6	1
CCOc1cccc(-c2nnc(SCC(=O)Nc3ccc(OC)c(OC)c3)n2N)c1	-19	14	-1	-1	-0.3	-3	1	-0.1	-2
CN(C[C@@H](CC1CCCCC1)N(C[C@H](Cc1ccccc1)N(CCc1ccccc1)N=O)N=O)N=O	.	-9	2	4	0.9	0	-7	0.1	-2
(list continues)
SMILES	MDM2 E3 inh	NPY-Y2 PAM-ag	Ba/F3 V617F tox	S1P4 antagonist	PERK inh	eIF4E-4G inh	BaF3 parental	S1P4 ag	Wee1 stabilizer
CC(C)(C)C(=O)NC(C(N)=O)=C(Cl)Cl	-2	-6	5	-12	0.4	5	12	-1.1	1
O=C(NC1CCS(=O)(=O)C1)C12CC3CC(CC(C3)C1)C2 (centres undefined)	-16	11	-3	-10	0.0	3	-1	-0.1	-1
COC(=O)c1ccc(CSc2ncnc3c2sc2nc(N4CCOCC4)c4c(c23)CCCC4)o1	.	-19	0	6	0.0	.	10	0.4	0
O=C(c1ccco1)N1CCN(C(=O)c2ccc(COc3ccc(Cl)cc3Cl)o2)CC1	.	-10	-5	-23	-0.3	.	1	-2.2	-1
O=C(CN1CCN(c2ccc(F)cc2)CC1)NCc1cccs1	-10	-4	-3	5	2.0	3	1	0.0	9.0*
COc1ccc(NC(=O)C2CC(=O)OC23CCOC(C)(C)C3)cc1 (centres undefined)	-9	-10	3	-7	-1.3	0	4	1.5	0
CNC(=O)C(Sc1nc(C)nc2c1oc1ccccc12)C(C)=O (centres undefined)	-15	6	-4	-8	0.2	9	2	1.1	2
COc1cccc(-c2nc(CS(=O)CC(=O)NCc3ccccc3Cl)c(C)o2)c1 (centres undefined)	-10	-23	0	10	-0.1	-6	2	-0.9	3
COC(=O)c1ccccc1NC(=O)Cn1cnc2c(cnn2-c2ccc(C)c(C)c2)c1=O	.	7	-1	-17	1.7	.	0	3.0	0
CCNC(=O)COC(=O)c1cc(C)n(-c2ccccc2)c1C	5	-3	1	-12	-0.7	-1	0	1.2	0
CC(NC(=O)C(=O)NCC1CCCO1)c1ccccc1 (centres undefined)	-25	2	-2	-8	-0.7	1	-1	-0.8	0
Cc1ccccc1C(=O)NC=C1C(=O)OC(C)(C)OC1=O	-24	-7	4	5	0.1	-1	0	0.9	1
Cc1ccc(O)c(C(=O)c2coc(=N)c(C(=O)NC(C)C)c2)c1	-3	-8	0	0	0.5	-13	3	0.6	-1
O=C(CSc1nc2ccccc2s1)Nc1nccs1	-31	-10	0	-17	0.2	-4	4	-0.7	1
O=C(NCc1cccnc1)C(=O)N/N=C/c1ccccc1[N+](=O)[O-]	-8	14	1	-3	0.0	3	3	-2.5	3
CCCn1c(SCC(=O)N2CCc3ccccc32)nnc1-c1ccncc1	-6	-4	-3	-15	-1.1	3[fluorescence artefact?]	0	0.4	-1
COCCN1CCN(Cc2nc(Cc3ccc(OC)c(OC)c3)no2)CC1	-15	-15	-2	-1	1.2	4	5	1.1	4
CCC(NC(=S)NCc1ccccc1)C(=O)O (centres undefined)	-10	-11	-2	-15	0.0	0	2	-4.5	-1

Sorted by the number under S1P4 ag (largest number first): some entries from above.
| canonical_smiles | S1P4 ag |
| --- | --- |
| Clc1cccc(Cl)c1Cn1c(-c2cccnc2Cl)nc2ccccc21 | 2.2 |
| COc1ccccc1/C=C/C(=O)NC(=S)N(C)C1CCCCC1 | 1.5 |
| CC(=O)C1=C(C)Nc2ncnn2C1c1ccc(Cl)cc1Cl (centres undefined) | 1.4 |
